STK33 inh: inhibitors of human STK33 kinase. ADP-Glo luminescence, MBP substrate. inhibition, % at 12.5 µM. hit rate 0.44% among 27,000; in the data active means inhibition above about 20%
Target sequence (Q9BYT3 whole entry, looked up): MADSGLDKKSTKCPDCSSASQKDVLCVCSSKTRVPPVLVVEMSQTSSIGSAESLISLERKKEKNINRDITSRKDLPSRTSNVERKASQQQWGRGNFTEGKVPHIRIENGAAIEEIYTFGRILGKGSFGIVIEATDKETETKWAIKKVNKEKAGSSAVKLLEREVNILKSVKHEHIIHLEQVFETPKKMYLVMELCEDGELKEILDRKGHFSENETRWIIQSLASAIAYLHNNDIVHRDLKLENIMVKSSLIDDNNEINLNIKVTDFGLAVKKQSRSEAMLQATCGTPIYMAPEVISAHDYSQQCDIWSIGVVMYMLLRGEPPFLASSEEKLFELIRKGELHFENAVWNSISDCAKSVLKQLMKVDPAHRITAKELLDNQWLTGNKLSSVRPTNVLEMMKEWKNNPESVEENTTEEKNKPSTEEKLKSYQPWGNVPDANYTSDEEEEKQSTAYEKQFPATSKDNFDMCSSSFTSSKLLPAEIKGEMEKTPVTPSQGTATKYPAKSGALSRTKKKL
mut p53 react: restores mutant p53 pathway signaling in SW480 cells | SW480 PUMA-promoter luciferase, p53 mutant reactivation | activation, % at 9.98 µM | hit rate 1.5% among 28,000 | AID 624151; in the data active means activation above about 52%
The depositor's hits bear a star; . = not tested or not shown. This is a subset; the hit share may differ from the screen's.

SMILES | STK33 inh | mut p53 react
C[C@H]1CN([C@@H](C)CO)C(=O)c2cc(C#CCC3CCCC3)cnc2O[C@@H]1CN(C)C(=O)c1cnccn1 | . | 1
C[C@@H]1CN([C@H](C)CO)C(=O)c2cc(NS(C)(=O)=O)ccc2O[C@@H](C)CCCCO[C@@H]1CN(C)C(=O)c1ccccc1 | . | -3
O=[N+]([O-])c1ccc(N2CCN(S(=O)(=O)c3ccc(F)cc3)CC2)cc1NCc1ccco1 | 2 | -16
C[C@H](CO)N1C[C@H](C)[C@H](CN(C)S(=O)(=O)c2cccs2)Oc2ccc(NC(=O)Nc3ccc(F)cc3)cc2CC1=O | . | -5
CCOC(=O)c1ccc(NC(=O)CN2C(=O)COc3ccc(Cl)cc32)cc1 | 5 | 8
C[C@H]1CN([C@@H](C)CO)C(=O)c2cc(NC(=O)Cn3cnnn3)ccc2O[C@H]1CN(C)Cc1ccncc1 | . | 4
CCn1c(SCC(=O)Nc2c(Cl)cc(Cl)cc2Cl)nnc1-c1ccccc1F | 2 | -2
C[C@H]1CN([C@@H](C)CO)C(=O)Cc2cc(NC(=O)Nc3ccc4c(c3)OCO4)ccc2O[C@@H]1CN(C)C(=O)Nc1ccc(C(F)(F)F)cc1 | 3 | .
COc1ccc(CN(C)C[C@H]2Oc3c(NC(=O)NC4CCCCC4)cccc3C(=O)N([C@H](C)CO)C[C@@H]2C)cc1 | . | 0
C[C@@H]1CN([C@H](C)CO)C(=O)c2cccc(NC(=O)C3CCOCC3)c2O[C@H]1CN(C)S(=O)(=O)c1ccc(Cl)cc1 | . | 5
C[C@H]1CN([C@@H](C)CO)C(=O)Cc2cc(NS(=O)(=O)c3cccs3)ccc2O[C@@H]1CN(C)C(=O)Nc1ccc2c(c1)OCO2 | 2 | -7
COc1cc(OC)c2ccc(=O)oc2c1 | 1 | .

Some of these compounds in order of molecular weight, falling.
SMILES | STK33 inh | mut p53 react
C[C@H]1CN([C@@H](C)CO)C(=O)Cc2cc(NC(=O)Nc3ccc4c(c3)OCO4)ccc2O[C@@H]1CN(C)C(=O)Nc1ccc(C(F)(F)F)cc1 | 3 | .
C[C@H]1CN([C@@H](C)CO)C(=O)c2cc(NC(=O)Cn3cnnn3)ccc2O[C@H]1CN(C)Cc1ccncc1 | . | 4
O=[N+]([O-])c1ccc(N2CCN(S(=O)(=O)c3ccc(F)cc3)CC2)cc1NCc1ccco1 | 2 | -16

Next part:
SMILES | STK33 inh | mut p53 react
COc1ccc(S(=O)(=O)Nc2ccc3c(c2)C(=O)N([C@H](C)CO)C[C@H](C)[C@H](CN(C)C(=O)NC2CCCCC2)OCCCC[C@@H](C)O3)cc1 | 2 | .
CCCCN1CCCC1CNC(=O)c1cc(C#N)c2ccccc2c1OC (configuration not stated) | . | -6
O=C(CN1C(=O)CNC1=O)Nc1cccc2ccccc12 | -5 | 3
Cn1c(=O)n(C)c2cc(S(=O)(=O)NCc3ccco3)ccc21 | -3 | 1
COc1ccc(NC(=O)Nc2cccc3c2O[C@H](CN(C)S(=O)(=O)c2ccc(OC)cc2)[C@@H](C)CN([C@@H](C)CO)C3=O)cc1 | . | -8
C[C@H](CO)N1C[C@H](C)[C@H](CN(C)S(=O)(=O)c2cn(C)cn2)Oc2c(NC(=O)c3ccncc3)cccc2C1=O | . | 11
COc1ccc(NC(=O)C(Cc2ccccc2)N2C(=O)c3ccccc3C2=O)cc1 (configuration not stated) | 3 | 3
CC(C)NC(=O)N(C)C[C@@H]1OCCCC[C@H](C)Oc2ccc(NS(C)(=O)=O)cc2C(=O)N([C@@H](C)CO)C[C@@H]1C | . | 4
CNc1ncnc2c1ncn2[C@@H]1O[C@H](CO)[C@@H](O)[C@H]1O | . | 3
CCC1C(=O)O[C@]23C=C[C@@H]4C(C(=O)O)=CO[C@H](OC12)[C@@H]43 (some centres not stated) | -1 | .
COc1ccccc1C#Cc1cnc2c(c1)C(=O)N([C@H](C)CO)C[C@H](C)[C@H](CN(C)C(=O)CN(C)C)O2 | . | -5
CC1(C)CC[C@]2(C(=O)O[C@@H]3O[C@H](CO)[C@@H](O)[C@H](O)[C@H]3O)CC[C@]3(C)C(=CCC4[C@@]5(C)CC[C@@H](O[C@@H]6O[C@H](C(=O)O)[C@@H](O[C@@H]7OC[C@@H](O)[C@H](O)[C@H]7O)[C@H](O[C@@H]7OC[C@](O)(CO)[C@H]7O)[C@H]6O)C(C)(C)C5CC[C@]43C)C2C1 (some centres not stated) | -8 | 10
O=C(Nc1ccc(NS(=O)(=O)c2cccc(C(=O)Nc3ccc(Br)cc3)c2)cc1)c1ccccc1 | 2 | -1
CCN(CC)CCCn1c(-c2ccc(Cl)cc2)cn2c3ccccc3nc12 | 3 | -12
COc1ccccc1NC(=O)N(C)C[C@@H]1OCc2cnnn2CCCC(=O)N([C@H](C)CO)C[C@@H]1C | 2 | 3
C[C@H]1CN([C@@H](C)CO)C(=O)c2cc(-c3cccc(F)c3)cnc2O[C@H]1CN(C)C(=O)Nc1cc(F)ccc1F | . | -4
CSc1n[nH]c(=O)c2cc(C)nn12 | . | 4
COc1ccc(OC)c(NC(=O)COc2ccc(C(C)(C)C)cc2)c1 | -3 | 64*
NC(=O)CSc1oc(-c2ccco2)nc1S(=O)(=O)c1ccccc1 | 1 | -2
COc1ccc(S(=O)(=O)N(C)C[C@H]2Oc3ccc(NC(=O)Nc4cccc5ccccc45)cc3CC(=O)N([C@@H](C)CO)C[C@@H]2C)cc1 | 6 | 1
C[C@@H]1CCCCO[C@@H](CN(C)Cc2ccncc2)[C@@H](C)CN([C@H](C)CO)C(=O)c2cc(NS(=O)(=O)c3ccc(Cl)cc3)ccc2O1 | 0 | .
C[C@@H]1CCCCO[C@H](CN(C)C(=O)C2CCCCC2)[C@H](C)CN([C@H](C)CO)C(=O)c2cc(NC(=O)Nc3ccccc3)ccc2O1 | . | -17
Cc1ccc(NS(=O)(=O)c2cccc(C(=O)Nc3ccccc3C(=O)O)c2)cc1C | -3 | -3
CC(=O)c1c(C)nn2c3ccccc3n(CCN3CCOCC3)c12 | 0 | 4
COc1ccc(CN(C)C[C@@H]2OCCCC[C@@H](C)Oc3ccc(N(C)C)cc3C(=O)N([C@H](C)CO)C[C@@H]2C)cc1 | 0 | .
COC(=O)C1=C(C)NC(C)=C(C(=O)OCCCN2CCC(c3ccccc3)(c3ccccc3)CC2)C1c1cccc([N+](=O)[O-])c1 (configuration not stated) | 18 | -19
C[C@H](CO)N1C[C@H](C)[C@@H](CN(C)Cc2ccncc2)Oc2cc(-c3cncnc3)ccc2S1(=O)=O | . | 11
COC(=O)c1ccccc1NC(=O)COc1ccc(C)c(C)c1 | -3 | 20
C[C@H]1CN([C@@H](C)CO)S(=O)(=O)c2ccc(C#Cc3cccnc3)cc2O[C@@H]1CN(C)C(=O)C1CC1 | . | -20
Cc1noc(C)c1S(=O)(=O)N(C)C[C@H]1Oc2ccc(NC(=O)Cc3cn(C)c4ccccc34)cc2CC(=O)N([C@@H](C)CO)C[C@H]1C | 1 | -7
COc1ccc(NC(=O)N(C)C[C@H]2Oc3ccc(NC(=O)C4CCCCC4)cc3CC(=O)N([C@@H](C)CO)C[C@H]2C)cc1 | -3 | .
COC(=O)[C@]1(Cc2ccccc2N=[N+]=[N-])N=C(c2ccc(OCCCO)cc2)O[C@@H]1c1ccccc1CN=[N+]=[N-] | 9 | .
Cc1ccccc1-c1cnc2c(c1)C(=O)N([C@@H](C)CO)C[C@@H](C)[C@H](CN(C)Cc1cncnc1)O2 | . | 10
COc1ccc(S(=O)(=O)N(C)C[C@@H]2Oc3cc(C#CC4CC4)ccc3S(=O)(=O)N([C@@H](C)CO)C[C@H]2C)cc1 | . | -26
C[C@H](CO)N1C[C@H](C)[C@H](CN(C)C(=O)Nc2cccc3ccccc23)Oc2ncc(C#Cc3ccccc3)cc2C1=O | 8 | -24
O=C(CC1NC(=O)NC1=O)Nc1ccc(Cl)cc1 (configuration not stated) | 0 | -1
COCC#Cc1cnc2c(c1)C(=O)N([C@@H](C)CO)C[C@@H](C)[C@@H](CN(C)C(=O)Cc1ccncc1)O2 | . | 17
CC1(C)CCC(C)(C)c2cc(C(=O)Nc3ccc(C(=O)O)cc3)ccc21 | -5 | .
C[C@@H]1CCCCO[C@@H](CN(C)C(=O)CCC(F)(F)F)[C@@H](C)CN([C@H](C)CO)C(=O)c2cc(NS(=O)(=O)c3ccc(Cl)cc3)ccc2O1 | 1 | .
Cc1noc(C)c1S(=O)(=O)Nc1ccc2c(c1)CC(=O)N([C@@H](C)CO)C[C@H](C)[C@H](CN(C)CC1CC1)O2 | 2 | .
CCc1ccc(/C=C2\CN(C)C/C(=C\c3ccc(CC)cc3)C2O)cc1 | . | 40
COc1ccc(S(=O)(=O)N(C)C[C@H]2Oc3ccc(NS(=O)(=O)c4ccc(Cl)cc4)cc3C(=O)N([C@H](C)CO)C[C@H]2C)cc1 | . | -6
CCCCCCCC/C=C/CCCCCCCC(=O)NCCO | . | 0
C[C@H]1CN([C@@H](C)CO)C(=O)Cc2cc(NS(=O)(=O)c3ccc(Cl)cc3)ccc2O[C@@H]1CN(C)CC1CC1 | -1 | .
COc1ccc(S(=O)(=O)N(C)C[C@@H]2Oc3ccc(NC(=O)Cc4cn(C)c5ccccc45)cc3CC(=O)N([C@H](C)CO)C[C@H]2C)cc1 | 5 | .
COc1ccc(CN(C)C[C@@H]2OCCCC[C@@H](C)Oc3ccc(NS(=O)(=O)c4cccs4)cc3C(=O)N([C@H](C)CO)C[C@@H]2C)cc1 | 0 | .
C[C@H]1CN([C@@H](C)CO)C(=O)Cc2cc(NS(=O)(=O)c3cn(C)cn3)ccc2O[C@@H]1CN(C)CC1CC1 | . | 6
C[C@H]1CN([C@@H](C)CO)C(=O)c2cccc(NS(=O)(=O)c3ccc(Cl)cc3)c2O[C@@H]1CN(C)S(=O)(=O)c1cn(C)cn1 | . | 6

14 structures from above, ordered by molecular weight, smallest number first.
SMILES | STK33 inh | mut p53 react
CCCCCCCC/C=C/CCCCCCCC(=O)NCCO | . | 0
CCc1ccc(/C=C2\CN(C)C/C(=C\c3ccc(CC)cc3)C2O)cc1 | . | 40
CC1(C)CCC(C)(C)c2cc(C(=O)Nc3ccc(C(=O)O)cc3)ccc21 | -5 | .
Cc1ccccc1-c1cnc2c(c1)C(=O)N([C@@H](C)CO)C[C@@H](C)[C@H](CN(C)Cc1cncnc1)O2 | . | 10
COCC#Cc1cnc2c(c1)C(=O)N([C@@H](C)CO)C[C@@H](C)[C@@H](CN(C)C(=O)Cc1ccncc1)O2 | . | 17
C[C@H]1CN([C@@H](C)CO)C(=O)Cc2cc(NS(=O)(=O)c3cn(C)cn3)ccc2O[C@@H]1CN(C)CC1CC1 | . | 6
Cc1noc(C)c1S(=O)(=O)Nc1ccc2c(c1)CC(=O)N([C@@H](C)CO)C[C@H](C)[C@H](CN(C)CC1CC1)O2 | 2 | .
COC(=O)[C@]1(Cc2ccccc2N=[N+]=[N-])N=C(c2ccc(OCCCO)cc2)O[C@@H]1c1ccccc1CN=[N+]=[N-] | 9 | .
C[C@H]1CN([C@@H](C)CO)C(=O)Cc2cc(NS(=O)(=O)c3ccc(Cl)cc3)ccc2O[C@@H]1CN(C)CC1CC1 | -1 | .
C[C@H]1CN([C@@H](C)CO)C(=O)c2cccc(NS(=O)(=O)c3ccc(Cl)cc3)c2O[C@@H]1CN(C)S(=O)(=O)c1cn(C)cn1 | . | 6
COc1ccc(S(=O)(=O)N(C)C[C@H]2Oc3ccc(NS(=O)(=O)c4ccc(Cl)cc4)cc3C(=O)N([C@H](C)CO)C[C@H]2C)cc1 | . | -6
COc1ccc(S(=O)(=O)N(C)C[C@@H]2Oc3ccc(NC(=O)Cc4cn(C)c5ccccc45)cc3CC(=O)N([C@H](C)CO)C[C@H]2C)cc1 | 5 | .
COc1ccc(CN(C)C[C@@H]2OCCCC[C@@H](C)Oc3ccc(NS(=O)(=O)c4cccs4)cc3C(=O)N([C@H](C)CO)C[C@@H]2C)cc1 | 0 | .
C[C@@H]1CCCCO[C@@H](CN(C)C(=O)CCC(F)(F)F)[C@@H](C)CN([C@H](C)CO)C(=O)c2cc(NS(=O)(=O)c3ccc(Cl)cc3)ccc2O1 | 1 | .

(listing goes on)
SMILES | STK33 inh | mut p53 react
COc1ccc(NC(=O)Nc2ccc3c(c2)[C@@H]2C[C@H](CC(=O)N4CCc5ccccc5C4)O[C@@H](CO)[C@@H]2O3)cc1 | . | 4
N#Cc1ccccc1NC(=O)CSc1nnc(-c2ccccc2O)n1-c1ccccc1 | 10 | -4
C[C@@H]1CCCCO[C@@H](CN(C)C(=O)Cc2ccccc2)[C@@H](C)CN([C@H](C)CO)C(=O)c2cc(NC(=O)Nc3ccc4c(c3)OCO4)ccc2O1 | -2 | .
Cc1ccccc1NC(=O)c1cccc(Cn2cc(C(F)(F)F)ccc2=O)c1 | -3 | .
CC(C)NC(=O)Nc1ccc2c(c1)CC(=O)N([C@H](C)CO)C[C@@H](C)[C@@H](CN(C)Cc1ccncc1)O2 | -2 | .

Assay outcomes deposited in PubChem by Broad Institute.
